# Assay outcomes: PubChem, National Center for Advancing Translational Sciences (NCATS)
# Sm TGR block: S. mansoni TGR enzyme inhibition; Potency, µM (doses to about 114 µM), inactives show at the highest dose activity change, negative = inhibition, usual class: inhibitors; AID 485364; 360,000 tested, 3% active; purified TGR, DTNB reduction, TNB absorbance 405 nm; also: nearly all actives have a fitted effect of over 60% in size
#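 TGR 20 nM + NADPH 100 uM (dispensed conc.), cpd preinc 15 min RT; start with NADPH (500 uM addition) then DTNB (15 mM addition). Kinetic TNB absorbance, 405 nm filter. Four-parameter Hill fit across titration.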
# HCV inh: inhibitors of hepatitis C virus infection | Huh7.5.1 HCVcc-Cre infection, luciferase reporter, 44 h | Potency, µM (series often up to 41.8 µM), for the others: at the highest dose activity change, negative = inhibition, most hits filed as inhibitors | AID 651820 | 340,000 tested, 3.4% active
#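 Reporter virus HCVcc-Cre (~0.5 moi) infects cells exposed to compound; seeding density 1,000 cells/well with 4 h settling beforehand. Luminescence, 15 sec read, taken 44 h post-infection following a 15 min RT substrate incubation.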
# Pf growth 48h: inhibits P. falciparum growth in the first generation, 48 h; P. falciparum luciferase growth in erythrocytes, 48 h; 310,000 tested, 5.9% active; AID 504832; Potency, µM (doses to about 28.7 µM), without a hit: at the top dose activity change, negative = inhibition, hits mostly inhibitors
#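 Read-out is firefly luciferase luminescence from an integrated reporter in P. falciparum, so falling signal marks reduced parasite growth. Infected erythrocytes were at 2% hematocrit and 0.1% parasitemia (final) in Albumax-supplemented RPMI 1640.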
# Pf growth 96h: P. falciparum growth inhibition at 96 hours; AID 504834; 320,000 tested, 6.9% active; Potency, µM (titrated, usually from 28.7 µM), inactives show at the highest dose activity change, negative = inhibition, most hits filed as inhibitors; P. falciparum luciferase reporter growth, 96 h
#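 Two-generation exposure (96 h) targets delayed-death phenotype. Reporter parasites carrying integrated firefly luciferase, in red cells at 2% hematocrit and 0.05% parasitemia final, kept at 37 C, 5% CO2; luminescence loss indicates inhibition.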
# TbPYK inhibitor: inhibitors of Trypanosoma brucei pyruvate kinase. Potency, µM (titrated, usually from 76.8 µM), for inactives: top-dose activity, negative = inhibition, hits mostly inhibitors. 410,000 tested, 0.12% active. TbPYK enzyme, Kinase-Glo Plus ATP luminescence, 45 min. Q57TT1; also: nearly all actives have a fitted effect of over 50% in size
#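 TbPYK + substrate in 50 mM TEA pH 7.2, 100 mM KCl, 10 mM MgCl2, 0.05% BSA, 0.01% Tween-20; cpd pinned; ADP 130 uM final; 45 min RT; Kinase-Glo Plus 10 min; luminescence endpoint.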
# LmPK inh: LmPK (Leishmania mexicana) enzyme inhibition. Q27686. purified LmPK, Kinase-Glo ATP luminescence, 1 h. Potency, µM (titrated, usually from 57.5 µM), for inactives: at the top dose activity change, negative = inhibition, hits mostly inhibitors. 290,000 tested, 0.37% active. AID 1721
# Target sequence (Q27686 whole entry, looked up): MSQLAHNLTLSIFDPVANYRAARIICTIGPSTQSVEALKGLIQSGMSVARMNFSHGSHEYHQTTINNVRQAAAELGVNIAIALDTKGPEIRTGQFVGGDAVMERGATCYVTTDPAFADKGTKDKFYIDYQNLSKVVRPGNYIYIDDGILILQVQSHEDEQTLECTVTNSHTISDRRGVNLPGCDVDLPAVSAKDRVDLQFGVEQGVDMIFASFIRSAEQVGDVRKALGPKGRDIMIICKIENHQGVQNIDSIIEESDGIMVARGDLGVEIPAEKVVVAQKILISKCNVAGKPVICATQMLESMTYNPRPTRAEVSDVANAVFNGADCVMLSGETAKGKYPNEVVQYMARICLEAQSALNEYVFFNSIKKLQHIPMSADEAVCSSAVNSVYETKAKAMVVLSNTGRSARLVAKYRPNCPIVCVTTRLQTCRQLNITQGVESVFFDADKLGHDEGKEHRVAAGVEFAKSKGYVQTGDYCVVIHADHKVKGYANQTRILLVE
#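 In 50 mM imidazole pH 7.2 with 7 mM MgCl2, LmPK (0.1 nM) turned over PEP (0.5 mM) and ADP (0.1 mM) for 1 h at room temperature. Luciferase read-out of ATP.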
# An asterisk follows results filed as active; ? = inconclusive; nt = no result given; & = joins results of further samples; [ ] = another dose, or the depositor's remark. Calls follow the shape of the dose curve; as a rule, active = well fitted curve in the direction sought with a large enough effect; inconclusive = small, poorly fitted or top-dose-only effect, or another doubt; inactive = no such curve, though single readings can be large; an effect the other way counts as inactive or inconclusive. % is scaled to controls: 0 for no effect and ±100 for the full control effect; potency is read from the fitted curve at half-maximal effect.
structure	LmPK inh	Pf growth 48h	Sm TGR block	HCV inh	Pf growth 96h	TbPYK inhibitor
Cc1nn(-c2ccccc2)c(C)c1/C=C/C(=O)OCC(=O)Nc1ncc(Cl)cc1Cl	3.6%	-2.7%	0.9%	10.1%	-7.2%	-8.5%
Cc1c(C(=O)Nc2ccc3c(c2)OCCO3)cnn1C	-4.0%	228.9%[activator]	-9.2%	21.6%	?	0.7%
C=CCNc1nc(C(=O)OCC(=O)c2cccc(Br)c2)cs1	nt	-8.4%	7.8%	-3.5%	28.2%	3.8%
CC(C)(C)NC(=O)CSc1nc2scc(-c3ccccc3)c2c(=O)[nH]1	2.5%	-1.2%	-1.2%	32.9%[activator]	6.9%	-9.4%
C=C1C2(C(=O)Nc3ccc(SC(F)F)cc3)CCC(C2)C1(C)C (configuration not stated)	1.5%	4.4%	5.3%	2.7%	?	-4.2%
NC(=O)c1ccsc1NC(=O)COC(=O)CSc1ccc(Cl)cc1	-2.6%	20.8%	-5.1%	2.3%	2.7%	1.9%
O=C(Cn1nc(C(F)(F)F)c2c1CCC2)NCc1ccc(F)cc1	0.8%	-15.5%	0.4%	-0.9%	?	-12.8%
O=C(Cc1ccc(Br)cc1)N1CCOCC1	0.9%	0.0%	15.3%	6.0%	?	-7.6%
O=C(CCC(=O)N(CC(=O)NC1CCCCC1)c1ccccc1F)Nc1nccs1	2.2%	-29.1%	5.1%	-7.3%	47.0%	-0.2%
CN(C(=O)Nc1ccc(Cl)cc1)c1c2c(nn1C)CCCC2	0.2%	-0.4%	0.0%	-0.8%	-2.7%	-2.2%
COc1ccc(C2SCC(C(=O)O)N2C(C)=O)cc1 (configuration not stated)	-4.6%	nt	5.4%	29.8%	-10.9%	0.8%
Fc1ccc(Nc2ccnc(C(F)(F)F)c2)cc1	6.5%	nt	-0.9%	-0.6%	?	5.1%
COc1cc(C(=O)NCC(=O)N/N=C/c2ccc(OC(=O)c3ccco3)cc2)cc(OC)c1OC	13.3%	-3.0%	-1.4%	5.7%	?	-1.4%
Cc1cc([N+](=O)[O-])nn1CCCC(=O)Nc1ccc2c(c1)OCO2	-9.5%	9.0%	-1.9%	-4.5%	?	4.7%
O=C(Cn1c(=O)c2cccn2c2cccnc21)N1CCN(c2ccc(Cl)cc2)CC1	-3.0%	-1.1%	-0.6%	12.6µM*	7.9%	0.0%
COc1ccc(-n2c(=S)[nH]c3cc(C(=O)NCc4cccnc4)ccc3c2=O)c(OC)c1	-4.5%	-0.9%	7.9%	-5.3%	3.7%	-6.4%
CCSc1nc2c([nH]c3ccccc32)c(=O)n1C	0.7%	nt	?	-3.7%	-21.8%	-9.2%
CC(C)(C)NC(=O)C(c1cccs1)N(Cc1cccs1)C(=O)c1csnn1 (configuration not stated)	-1.4%	?	-10.9%	10.8%	?	-4.0%
Cc1c(C(=O)N/N=C/c2cccnc2)sc(N)c1C#N	-4.4%	?	-0.4%	24.2%	?	-7.0%
COc1ccc(C(=O)N(C)Cc2ccccc2F)cc1S(=O)(=O)N1CCCC1	nt	?	-18.0%	6.4%	?	2.7%
O=C(Nc1cccc(Cl)c1)c1ccc(F)c(S(=O)(=O)N2CCN(c3ccccn3)CC2)c1	8.6%	?	-10.2%	-62.1%	?	-3.1%
COc1ccc(C2C/C(=N\O)C(C)(C)O2)cc1 (configuration not stated)	3.7%	0.0%	-4.8%	14.1%	33.8%[activator]	-13.8%
CC(=O)N1CCC2(CC1)C(C#N)=C(N)OC1=C2C(=O)CC(C)(C)C1	-3.3%	?	-7.6%	16.3%	55.2%[activator]	4.5%
O=C(Nc1ccccc1)c1csc(-c2ccccc2)n1	1.8%	25.9%	9.8%	5.1%	12.3%	2.4%
Cc1ccc(C(=O)NCC(c2ccco2)N2CCOCC2)cc1 (configuration not stated)	nt	?	3.4%	-3.4%[8.37 µM]	6.57µM*	-5.4%
Cc1ccc(Oc2nc3ccccn3c(=O)c2/C=C(\C#N)C(=O)NC2CCS(=O)(=O)C2)c(C)c1 (configuration not stated)	-0.1%	?	-1.3%	18.6%	10.4µM*	0.0%
N#Cc1c(-c2ccco2)cc(-c2ccccc2)[nH]c1=O	12.3%	21.2%	8.91µM*	-7.1%	18.3%	0.9%
COc1ccc(OC)c(C(=O)CSc2nccc(-c3ccc(Br)cc3)n2)c1	2.9%	11.7µM*	1.8%	?	?	4.2%
Brc1ccc2c(c1)[C@H]1OCC[C@H]1[C@@H](c1cccs1)N2	-2.4%	?	11.8%	-25.3%	-12.9%	8.2%
O=C(COC(=O)COc1cccc(C(F)(F)F)c1)NC(=O)NC1CCCCC1	nt	2.4%	1.3%	-2.3%[8.37 µM]	-4.1%	-0.7%
COc1cc(C(=O)Nc2ccccc2SCc2cc(=O)n3nc(C)sc3n2)cc(OC)c1OC	-1.3%	-25.1%	1.8%	1.8%	52.0%[activator]	-15.3%
COc1ccc(-c2nnc(SCC(=O)NNC(=O)c3ccc(C)cc3)o2)cc1	-4.6%	30.7%[activator]	3.0%	17.2%	?	-2.7%
CSc1ccccc1C(=O)N1CCN(S(=O)(=O)c2sc(C(=O)O)c(C)c2C(=O)O)CC1	nt	66.7%[activator]	-11.8%	11.9%	13.4%	-18.3%
COc1ccc(S(=O)(=O)Cc2ccc(C(=O)NCCc3ccc(S(N)(=O)=O)cc3)o2)cc1	0.1%	nt	-1.2%	-10.5%	?	-10.7%
CCCc1[nH]nc2c1C(Cc1ccccc1)C(C#N)=C(N)O2 (configuration not stated)	2.8%	-8.3%	?	17.1%	nt	-1.3%
CCc1cc2c(=O)c(-c3nc4ccccc4n3C)c(C)oc2c(CN2CCCCC2)c1O	-1.1%	7.1%	-5.0%	-2.3%	?	-0.9%
Cc1oc2c(CN3CCCCC3C)c(O)ccc2c(=O)c1-c1ccc(Br)cc1 (configuration not stated)	-1.1%	13.1µM*	2.1%	-20.1%	13.1µM*	-0.7%
Nc1ccc2nonc2c1[N+](=O)[O-]	1.0%	-8.0%	-5.3%	8.9%	0.0%	3.8%
Cc1ccc(-n2c3nc(=O)n(C)c(=O)c-3cc3ccccc32)cc1	0.9%	-7.1%	-14.5%	-1.6%	7.6%	-3.4%
CCc1nnc(NC(=O)c2cc(-c3ccccc3)nn2-c2ccccc2)s1	4.1%	35.3%[activator]	-27.0%	?	7.1%	-1.0%
CCCSc1nnc(NC(=O)c2nc(SC)ncc2Cl)s1	9.2%	nt	2.0%	nt	9.9%	2.8%
CCn1c(CNC(=O)c2ccco2)nnc1SCC(=O)Nc1ccccc1Cl	-1.8%	13.1%	3.4%	-9.7%	-12.3%	-2.3%
Cc1ccc(S(=O)(=O)NN/C(=N/S(=O)(=O)c2ccccc2)c2ccccc2)cc1	-4.1%	44.0%[activator]	1.4%	12.8%	5.2%	-18.2%
S=C(Nc1ccccc1)Nn1cnnc1	-4.6%	-7.2%	-0.2%	4.8%	0.0%	-25.9%
N#C/C(=C\Nc1ccc2cn[nH]c2c1)c1nc(-c2ccc(Cl)cc2)cs1	2.6%	?	-6.0%	?	4.15µM*	-7.6%
CC(C)(C)c1cc(C(=O)NC2CC2)n(Cc2ccc(F)cc2)n1	1.5%	?	11.4%	16.3%	?	3.1%
Cc1ccc(-n2nc(C(=O)N/N=C/c3cccc(C(F)(F)F)c3)c3ccccc3c2=O)cc1C	5.7%	-19.7%	-2.0%	-0.4%	1.2%	-2.7%
Cc1ccc(NC(=O)CSc2nnc(NC(=O)C(C)C)s2)c(C)c1	-3.8%	20.1%	-7.5%	nt	?	-3.4%
COc1cccc(NC(=O)C2CCCN(S(=O)(=O)c3cccc4nonc34)C2)c1 (configuration not stated)	4.6%	-2.5%	-26.0%&5.8%	19.9%	?	-6.8%&-5.6%
O=C(CC1CC2CCC1C2)N1CCN(S(=O)(=O)c2ccccc2C(F)(F)F)CC1 (configuration not stated)	nt	11.7µM*	-16.9%	?	?	1.1%

# 3 records drawn at random from those above:
structure	LmPK inh	Pf growth 48h	Sm TGR block	HCV inh	Pf growth 96h	TbPYK inhibitor
CCc1nnc(NC(=O)c2cc(-c3ccccc3)nn2-c2ccccc2)s1	4.1%	35.3%[activator]	-27.0%	?	7.1%	-1.0%
COc1ccc(C(=O)N(C)Cc2ccccc2F)cc1S(=O)(=O)N1CCCC1	nt	?	-18.0%	6.4%	?	2.7%
NC(=O)c1ccsc1NC(=O)COC(=O)CSc1ccc(Cl)cc1	-2.6%	20.8%	-5.1%	2.3%	2.7%	1.9%

# Next entries
structure	LmPK inh	Pf growth 48h	Sm TGR block	HCV inh	Pf growth 96h	TbPYK inhibitor
C=CCOC(=O)C1=C(C)NC(=O)NC1/C=C/c1ccccc1 (configuration not stated)	-0.5%	-9.9%	-1.0%	-22.7%	nt	4.1%
CCOC(=O)c1oc2cccc(OCC(O)CNC(C)C)c2c1C (configuration not stated)	5.5%	9.28µM*	3.0%	?	1.31µM*	-2.3%
O=C(Nc1ccc(OC(F)(F)F)cc1)C1=NCCN1	-4.5%	0.9%	6.1%	15.9%	-9.2%	-1.2%
CCc1cc(=O)oc2cc(OCC(=O)N3CCC(C(N)=O)CC3)ccc12	-3.2%	6.1%	0.1%	0.8%	?	-6.3%
O=C(Cn1nnc(-c2ccccc2)n1)N/N=C/c1cc([N+](=O)[O-])c(Cl)cc1Cl	0.3%	14.2%	-3.4%	?	31.4%[activator]	3.7%
NC(=O)Nc1n[nH]c(-c2ccccc2)n1	-2.8%	16.6%	12.9%	19.2%	36.7%[activator]	6.8%
CN1CCCCC1c1ccc(-c2cccnc2)nc1 (configuration not stated)	-3.6%	6.1%	-13.6%	-1.5%	1.9%	1.7%
Cc1onc(-c2c(F)cccc2Cl)c1C(=O)NCCN1CCNC1=O	1.8%	0.4%	-0.9%	-7.1%	30.5%	-1.1%
CCCn1nnnc1NCc1ccccc1C	-0.1%	1.6%	3.2%	31.1%[activator]	-2.9%	-3.9%
CCOC(=O)CN1C(=O)C(Sc2n[nH]c(-c3cccc(C)c3)n2)CCc2ccccc21 (configuration not stated)	-3.0%	13.1µM*	3.3%	-27.3%	9.28µM*	-8.9%
Cc1cccc(C)c1CC(=O)N1CCOCC1	-4.0%	-14.8%	-3.1%	0.8%	?	-1.6%
CCCCn1nnc(NC(=O)c2ccc([N+](=O)[O-])cc2Cl)n1	0.1%	31.6%[activator]	8.3%	?	?	4.2%
O=C(CCc1ccccc1)NCCc1nc2ccccc2[nH]1	0.8%	-10.9%	-2.8%	7.9%	23.5%	-5.7%
Cn1cc(CN2CCC[C@H]2CO)c(-c2cccc(Cl)c2)n1	-7.0%	-1.3%	14.5%	9.3%	?	-0.5%
CN1CCN(C(=O)c2cc([N+](=O)[O-])ccc2Cl)CC1	6.7%	201.0%[activator]	52.4%[activator]	25.8%	?	-1.0%
Cc1ccc2nc(SCC(=O)Nc3ccc4sc(C)nc4c3)c(C#N)cc2c1	0.4%	?	3.0%	?	?	4.7%
Cc1ccn2c(=O)c(C(=O)NCCCN3CCCCC3C)c(O)nc2c1 (configuration not stated)	5.5%	-12.2%	2.1%&1.1%	21.0%	?	2.4%&1.4%
O=C(CSCc1ccccc1)Nc1cccc(C(=O)Nc2ccccc2C(=O)O)c1	5.3%	-5.7%	-30.6%	18.3%	0.0%	2.3%
